3CLpro inhibitor – SARS-CoV 3CLpro protease inhibitors, primary screen, biochemical, quenched FRET | inhibition, % at 6 µM | actives 0.14% (n = 290,000) | recombinant SARS-CoV 3CLpro, quenched FRET peptide cleavage; in the data active means inhibition above about 12%
PriA SSB inh – inhibitors of Klebsiella pneumoniae PriA binding to SSB C-terminal tail, primary screen, biochemical, AlphaScreen; AlphaScreen SSBct-PriA binding, biotinylated peptide; inhibition, % at 33 µM; actives 0.6% (n = 430,000); AID 1272365, 2023; in the data active means inhibition mostly above about 37%, no sharp cut-off; inactive means mostly below about 20%;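 further: plate controls were negative control peptide for no effect and reference peptide for full effect; strong numbers were not always called active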
TcdB GH inh – TcdB glycohydrolase inhibitors, primary screen, biochemical, single point, plate reader; inhibition, % at 9.99 µM; Toxin B (Clostridioides difficile), P18177; actives 0.24% (n = 350,000); TcdB glycohydrolase enzymatic assay; in the data active means inhibition above about 10%
Y pestis TopoI – Yersinia pestis topoisomerase I inhibitors, primary screen, biochemical, cleavage product accumulation, plate reader, single point. DNA topoisomerase I (Yersinia pestis CO92). Y. pestis Topo-I cleavage product accumulation. activity, % at 10 µM. actives 0.064% (n = 360,000). AID 504884, 2011; in the data active means activity above about 50%, passing the limit was not always enough; inconclusive means no clear call, values can overlap the other calls; further: inactives centre near 2
Anthrax LF prot – Bacillus anthracis LF protease inhibitors, primary screen, biochemical, multiplex microsphere, MLPCN library. multiplex microsphere protease cleavage assay. inhibition, % at 10 µM. actives 0.12% (n = 360,000). AID 588501, 2011; further: plate controls were buffer without enzyme for full effect and enzyme alone for no effect
Target sequence (P15917 whole entry, looked up): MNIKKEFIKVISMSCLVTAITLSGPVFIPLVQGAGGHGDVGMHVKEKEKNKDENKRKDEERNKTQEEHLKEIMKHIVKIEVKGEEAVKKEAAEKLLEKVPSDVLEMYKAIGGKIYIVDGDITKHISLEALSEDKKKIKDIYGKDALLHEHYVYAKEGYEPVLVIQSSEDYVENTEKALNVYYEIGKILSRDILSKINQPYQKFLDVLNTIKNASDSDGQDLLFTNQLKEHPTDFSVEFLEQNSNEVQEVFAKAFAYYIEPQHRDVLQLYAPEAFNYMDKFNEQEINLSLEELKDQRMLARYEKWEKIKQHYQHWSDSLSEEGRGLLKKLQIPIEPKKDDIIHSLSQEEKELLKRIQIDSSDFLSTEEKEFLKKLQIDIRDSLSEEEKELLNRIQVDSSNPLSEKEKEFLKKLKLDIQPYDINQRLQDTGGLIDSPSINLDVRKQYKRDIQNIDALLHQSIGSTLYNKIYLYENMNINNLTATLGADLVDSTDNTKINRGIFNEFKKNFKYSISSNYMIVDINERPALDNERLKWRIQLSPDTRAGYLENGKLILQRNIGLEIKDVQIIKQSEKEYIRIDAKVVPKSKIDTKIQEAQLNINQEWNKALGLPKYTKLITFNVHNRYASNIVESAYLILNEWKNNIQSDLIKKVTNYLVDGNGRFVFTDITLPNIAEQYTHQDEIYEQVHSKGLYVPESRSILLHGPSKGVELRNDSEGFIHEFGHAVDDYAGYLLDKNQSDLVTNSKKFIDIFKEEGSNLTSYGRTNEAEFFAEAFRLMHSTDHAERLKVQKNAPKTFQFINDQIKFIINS
CCHFV vOTU inh – CCHFV vOTU protease inhibitors, primary screen, biochemical, Pep-AMC substrate, fluorescence; actives 0.55% (n = 370,000); inhibition, % at 11.5 µM; AID 651958, 2012; in the data active means inhibition above about 30%; further: 0% = vehicle wells with enzyme and 100% = no enzyme wells
PfHsp40 yeast – rescue of yeast from PfHsp40 toxicity, primary screen, S. cerevisiae, ATP luminescence | S. cerevisiae expressing PfHsp40, growth rescue | growth rescue, % at 12.5 µM | actives 0.68% (n = 340,000) | AID 504582, 2011; in the data active means growth rescue above about 28%, passing the limit was not always enough; inconclusive means no clear call, values can overlap the other calls;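 further: yeast W303a lacking pdr1 and pdr3 grown in galactose medium; growth measured after three days at 30 °C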
BoNT-A LC inh2 – BoNT/A light chain protease inhibitors, primary screen, biochemical, flow cytometry, MLPCN library; Botulinum neurotoxin type A light chain protease (Clostridium botulinum A str. ATCC 3502); multiplex microsphere protease substrate cleavage; inhibition, % at 10 µM; actives 0.17% (n = 360,000); further: plate controls were buffer without enzyme for full effect and enzyme alone for no effect
DUSP3 inh – VHR1 phosphatase inhibitors, primary screen, biochemical, absorbance, uHTS. inhibition, % at 13.3 µM. Dual specificity protein phosphatase 3 (Homo sapiens), P51452. recombinant VHR phosphatase, pNPP absorbance. actives 0.52% (n = 290,000); in the data active means inhibition above about 50%; further: some compounds called inactive have numbers as strong as hits
Target sequence (P51452 whole entry, looked up): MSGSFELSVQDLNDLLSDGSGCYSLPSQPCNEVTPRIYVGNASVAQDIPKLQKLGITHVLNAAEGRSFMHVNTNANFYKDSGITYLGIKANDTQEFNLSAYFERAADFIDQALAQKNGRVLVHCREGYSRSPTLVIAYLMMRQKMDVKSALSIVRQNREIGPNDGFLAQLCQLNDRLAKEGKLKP
BH1578 lux ind – inducers of Vibrio cholerae quorum light production without autoinducers, primary screen, BH1578 luxS cqsA deficient, single point; V. cholerae BH1578 lux reporter, luminescence, 6 h; activation, % at 18.7 µM; actives 0.16% (n = 350,000); AID 588436, 2011; in the data active means activation mostly above about 9.7%, no sharp cut-off; inconclusive means no clear call, values can overlap the other calls; inactive means mostly below about 3.7%; further: not every result past the cut was called active; inactives centre near 0; reference of the scale not given here
Starred values were filed as active, the others as inactive; i = inactive; ? = inconclusive; . = not tested or not shown; & = joins results of further samples. Unless noted, no stated cut-off is given here; in the data, active means inhibition above about 30%; inconclusive means no clear call, values can overlap the other calls; inactive means below that.

SMILES | 3CLpro inhibitor | PriA SSB inh | TcdB GH inh | Y pestis TopoI | Anthrax LF prot | CCHFV vOTU inh | PfHsp40 yeast | BoNT-A LC inh2 | DUSP3 inh | BH1578 lux ind
NC(=O)CCC(NC(=O)OCc1ccccc1)C(=O)OCC(=O)c1ccccc1 (stereo not drawn) | . | . | -0.4 | 10.9 | 1.5 | -5.4 | . | 0.0 | . | -0.8
COc1ccccc1CNC(=O)C(NS(=O)(=O)c1ccc2c(c1)oc(=O)n2C)C(C)C (stereo not drawn) | 1.3 | -5.4 | 1.3 | 6.4 | -13.1 | 4.5 | 0.1 | -1.0 | 33.5 | -0.2
CC(C)=CC1C(C(=O)NCCc2ccccc2)C1(C)C (stereo not drawn) | . | -9.6 | 1.5 | 1.7 | 1.5 | 14.4 | 2.7 | -0.2 | . | 0.9
COc1ccc(-c2ccc3c(c2)c(Sc2ccccc2)c(-c2ccccc2)n3C)cn1 | . | . | -0.4 | . | -8.2 | -13.2 | . | -0.1 | . | .
CC(C)Cn1c(-c2cccc(S(=O)(=O)N3CCOCC3)c2)n[nH]c1=S | . | 5.0 | 1.0 | -0.4 | -3.7 | 4.5 | 0.7 | 1.4 | . | i
C[C@H](NC(=O)[C@@H]1CCCN1C(=O)[C@@H]1CCCN1C(=O)c1ccc(Cl)cc1)c1ccccc1 | . | . | -3.4 | . | -7.3 | 2.9 | . | -0.3 | . | .
Cc1cc2nc(-c3ccccc3O)[nH]c2cc1C | . | -9.3 | 1.6 | -5.9 | -3.3 | -50.1 | -1.0 | -0.2 | . | i
Cc1ccc(S(=O)(=O)N2C[C@H]3C(=O)C[C@@H](c4cccc(Cl)c4)N(S(=O)(=O)c4ccc(C)cc4)[C@H]3C[C@H]2c2ccc(Cl)cc2)cc1 | . | . | -0.9 | -1.5 | -5.9 | 16.9 | . | -0.3 | . | i
CCOC(=O)c1sc(CS(=O)(=O)c2ccc(Cl)cc2)nc1C | 3.4 | -6.8 | 1.9 | -10.8 | -6.0 | -3.5 | 2.5 | ? | 19.4 | i
CCOC(=O)c1nnn(CC(=O)N2N=C(c3cccc4ccccc34)CC2c2ccccc2)c1C(=O)OCC (stereo not drawn) | 6.5 | -9.7 | . | 18.9 | 6.1 | -4.8 | 1.0 | 3.5 | -0.1 | -0.6
CSc1nc2cc3c(cc2n1C(=O)c1ccc(C)cc1)OCCO3 | 7.0 | 0.0 | . | 14.8 | -3.2 | -7.9 | -0.8 | 0.7 | 24.5 | -7.0
COc1ccc(C(=O)NCC(=O)NCC(=O)OCC(=O)C(C)(C)C)cc1 | 3.0 | 1.7 | . | -2.3 | 0.5 | 0.0 | -1.1 | -0.8 | 7.4 | -0.1
C[C@H]1CN([C@@H](C)CO)C(=O)c2cc(NC(=O)Cc3ccccc3)ccc2O[C@H]1CN(C)Cc1ccccc1 | . | -14.7 | -0.1&1.5 | 5.8 | -7.9 | -2.1 | -0.9 | -0.2 | . | i
CC1CCN(C(=O)c2ncn3c2c(=O)[nH]c2ccccc23)CC1 | . | . | 0.1 | 8.6 | 0.7 | -5.8 | . | 0.0 | . | -0.5
O=C1CCc2cc(S(=O)(=O)NC(Cc3ccccc3)C(=O)NC3CCCCC3)ccc2N1 (stereo not drawn) | 0.2 | . | 0.8 | 3.9 | -3.6 | -4.8 | 0.7 | 0.9 | -22.7 | -0.6
CCOC(=O)C(=CNNc1c(C)csc1C(=O)OC)C(=O)OCC | -2.9 | -8.5 | 1.6 | 3.1 | 2.2 | -3.7 | 0.2 | 1.2 | 4.9 | i
Cc1[nH]nc2c1C(c1ccccc1)C1=C(CC(C)(C)CC1=O)N2 (stereo not drawn) | 6.7 | i | . | -4.1 | -5.4 | -37.4 | -0.9 | 1.5 | 11.6 | -3.8
CCC(=O)N=c1sc2cc(F)cc(F)c2n1C | -5.0 | -3.8 | -0.4 | 4.5 | -6.1 | -3.5 | 0.5 | 0.1 | . | -0.4
O=S(=O)(NCc1ccco1)c1ccc2c(c1)Cc1ccccc1-2 | -2.4 | -24.3 | . | -3.5 | -2.0 | -3.0 | 3.9 | 0.1 | -5.0 | -0.3
CC(NCC(O)COc1ccc(S(=O)(=O)N2CCOCC2)cc1)c1ccccc1 (stereo not drawn) | 0.6 | -4.8 | -1.3 | 1.2 | -4.0 | -3.4 | -1.0 | 0.2 | -10.0 | -0.3
Cc1ccnc(NC(=O)c2cccc(S(=O)(=O)Nc3ccc(C)cc3C)c2)c1 | . | 2.1 | 0.7 | 12.2 | -9.6 | 5.1 | 0.0 | -0.2 | . | i
CCOC(=O)c1cc(-c2ccccc2)sc1NC(=O)CCN1C(=O)c2ccccc2C1=O | 0.0 | -8.9 | . | 16.1 | -0.7 | 10.3 | 0.0 | -0.3 | 5.6 | -5.1
O=C1C=C(c2ccc3cc[nH]c3c2)C[C@@H](c2ccc3c(c2)OCO3)C1 | . | -4.6 | . | 6.4 | -3.3 | . | 4.5 | 0.5 | . | -4.5
CC(=O)c1cccc(NC(=O)NCc2ccc3c(c2)OCO3)c1 | 2.6 | -4.4 | 0.7 | 4.2 | 1.7 | -3.6 | -0.2 | ? | 10.1 | i
CCc1ccc(OCC(=O)O/N=C(\N)c2ccccn2)cc1 | -4.6 | i | 0.7 | 5.6 | ? | 4.6 | . | 1.7 | 11.6 | -0.2
CC(C)c1csc(CN2CCN(CCc3ccccc3)C(CCO)C2)n1 (stereo not drawn) | 4.7 | -0.2 | 0.0 | 2.8 | 2.1 | 0.7 | -0.2 | -0.1 | 25.2 | i
CCN(CC)CCN(Cc1cc2ccc(C)cc2[nH]c1=O)C(=O)NC1CCCCC1 | 1.8 | 7.9 | 1.1 | -8.8 | -0.8 | -2.0 | 0.6 | -0.2 | 23.4 | i
Cn1ncc([N+](=O)[O-])c1C(=O)Nc1cccc2ccccc12 | -1.3 | -3.4 | -1.5 | 7.6 | 8.4 | 15.3 | -0.2 | 2.8 | -11.4 | -1.3
NC1(CO)COC(c2ccccc2)OC1 (stereo not drawn) | . | . | 0.0 | -0.6 | -6.2 | 2.6 | . | -0.4 | . | 4.0
Cc1cccc(NC(=O)Cn2c(=O)n3nc(CCn4nc(C)cc4C)nc3c3ccccc32)c1 | 1.2 | -5.0 | . | 1.1 | -2.4 | 15.0 | 2.6 | 5.8 | 35.1 | -0.2

Just PriA SSB inh and Anthrax LF prot (4 entries from above):
compound	PriA SSB inh	Anthrax LF prot
CC(C)c1csc(CN2CCN(CCc3ccccc3)C(CCO)C2)n1 (stereo not drawn)	-0.2	2.1
CCN(CC)CCN(Cc1cc2ccc(C)cc2[nH]c1=O)C(=O)NC1CCCCC1	7.9	-0.8
Cn1ncc([N+](=O)[O-])c1C(=O)Nc1cccc2ccccc12	-3.4	8.4
NC1(CO)COC(c2ccccc2)OC1 (stereo not drawn)	.	-6.2

(more compounds)
SMILES | 3CLpro inhibitor | PriA SSB inh | TcdB GH inh | Y pestis TopoI | Anthrax LF prot | CCHFV vOTU inh | PfHsp40 yeast | BoNT-A LC inh2 | DUSP3 inh | BH1578 lux ind
Cc1ccnc(NS(=O)(=O)c2cnc(Cl)c(Br)c2)c1 | 4.8 | -1.9 | . | 4.8 | 1.2 | 1.9 | -1.7 | -0.9 | -7.5 | -0.6
COc1cc(S(=O)(=O)N2CCN(C)CC2)c(OC)cc1Cl | -4.9 | -11.2 | . | 5.9 | -5.6 | -6.3 | -1.2 | -2.2 | 16.1 | i
Cc1ccc(C)c(CC(=O)N2CCCC(c3cc(C(=O)Nc4ccc5c(c4)OCO5)no3)C2)c1 (stereo not drawn) | . | . | 0.3 | 17.1 | -11.3 | -2.8 | . | -0.5 | . | 0.4
Cc1ccc(OCC(=O)NC2CCCC(C)C2C)c([N+](=O)[O-])n1 (stereo not drawn) | . | -1.1 | 1.1 | -18.9 | -1.5 | -4.7 | -1.4 | 0.0 | . | -0.2
C(#Cc1ccccc1)CN1CCCCC1 | -2.5 | -15.0&-10.7 | -0.4 | -17.3 | 1.8 | 3.0 | -0.5 | -0.4 | 10.3 | -0.4
Cc1ccc(-c2nnnn2-c2ccccc2C(=O)O)cc1 | . | -3.4 | -0.2 | 3.2 | 24.0 | -4.0 | -1.6 | 0.3 | . | i
COC(=O)C1=C(c2cccc(OCc3ccccc3)c2)C[C@@H]2CC[C@H]1N2C(=O)NCCN1CCOCC1 | . | -8.9 | -5.5 | 13.1 | -2.6 | -11.9 | 1.1 | -0.3 | . | 0.3
CC(Oc1ccc(Cl)cc1Cl)C(=O)NCc1ccncc1 (stereo not drawn) | 3.7 | -13.1 | . | 5.1 | -3.4 | -6.4 | 2.5 | 1.1 | -8.2 | i
O=C(COC(=O)c1ccc(Cl)nc1)Nc1ccc2c(c1)OCCO2 | . | -0.3 | 0.3 | -6.0 | -1.8 | 18.8 | -0.6 | 0.3 | . | -0.4
C=CCSc1nc2c(N)ncnc2n1C1OC(CO)C(O)C1O (stereo not drawn) | . | . | 1.1 | 5.8 | -6.0 | 20.7 | . | -0.3 | . | i
O=C(O)CC/C(=N/NC(=O)c1ccc(-c2ccccc2)cc1)c1ccccc1 | -0.5 | . | -1.1 | -3.5 | 2.0 | 8.0 | 0.0 | 1.1 | 20.8 | i
Cc1cc(=O)[nH]c2nnc(-c3ccc(Br)cc3)n12 | 0.6 | 5.1 | -0.3 | 6.9 | 3.9 | -13.4 | -1.0 | -2.5 | 17.2 | -0.3
O=C(c1ccc(F)cc1)N1CCN(C(=O)c2cccnc2)CC1 | 1.9 | -30.0 | . | -5.8 | -1.8 | 1.4 | -0.4 | -0.5 | 14.0 | .
COc1ccc(C(=O)C(C)OC(=O)c2nc3nccc(C)n3n2)cc1 (stereo not drawn) | . | -10.4 | 0.3 | 3.4 | 3.3 | 13.7 | 13.6 | 0.0 | . | i
O=C(Cn1cc(C(F)(F)F)ccc1=O)Nc1ccc2c(c1)OCO2 | . | . | 0.7 | 1.2 | 3.8 | -15.4 | . | 0.3 | . | i
Cn1nc(-c2ccc3c(c2)OCCO3)c2ccccc2c1=O | 1.0 | -11.0 | -0.1 | 7.3 | -2.6 | 3.2 | -0.1 | -1.6 | 25.6 | -0.3
CC(C)N1CCN(S(=O)(=O)c2ccccc2)CC1 | 1.4 | -14.8 | 1.1 | -1.0 | 13.8 | -4.6 | -0.5 | 2.2 | 14.9 | -0.2
Cc1ccc(S(=O)(=O)Nc2ccccc2F)cc1C(=O)OC(C)C(=O)N1CCOCC1 (stereo not drawn) | . | -15.9 | 1.2 | -0.1 | 7.2 | -4.3 | -0.1 | 5.5 | . | i
Cc1nn(C(C)C(=O)NCc2cccs2)c(C)c1[N+](=O)[O-] (stereo not drawn) | -0.5 | -10.6 | 1.3 | -9.4 | 1.4 | -14.0 | -0.8 | -0.4 | 16.6 | i
O=C(COC(=O)C1(c2ccc(Cl)cc2)CCCC1)NC1CCS(=O)(=O)C1 (stereo not drawn) | -6.4 | -7.7 | -9.6 | -2.7 | 0.2 | 5.1 | -0.4 | 2.2 | 12.3 | -0.2
CC1(C)CC(=O)c2c(O)c(-c3ccccc3)c(=O)n(-c3ccccc3)c2C1 | -0.4 | -13.7 | . | -0.7 | -0.7 | 8.8 | 1.1 | 0.0 | -14.3 | -0.4
Clc1cc(NC2CCCCC2)ncn1 | -1.7 | -6.8 | 1.1 | -2.6 | -6.2 | -3.6 | -0.6 | -1.3 | -24.0 | i
CCN(CC)c1ccc(C(=S)NCc2ccccc2)cc1 | -0.9 | -1.9 | 1.1 | 2.6 | -3.5 | -0.4 | 0.4 | -1.5 | 14.9 | i

Screening data from PubChem BioAssay.

A portion of the library (hit frequency here may not be typical).
